# ATG4B inhibitor: ATG4B protease inhibitors, primary screen, biochemical, fluorescence, uHTS; Cysteine protease ATG4B (Homo sapiens), Q9Y4P1; ATG4B cleavage of LC3-PLA2, NBD-HPC fluorescence, 1 h; inhibition, % at 8.33 µM; actives 0.51% (n = 340,000); in the data active = inhibition above about 40%
# CXCR6 inh: CXCR6 receptor inhibitors, primary screen, cell-based, beta-arrestin, luminescence, CHO-K1 PathHunter, 1536-well; C-X-C chemokine receptor type 6 (Homo sapiens), O00574; inhibition, % at 20 µM; actives 0.36% (n = 360,000); AID 602244, 2012; in the data active = inhibition above about 34%, passing the limit was not always enough;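 also: antagonist mode with CXCL16 agonist at 10 nM final; 0% = 10 nM CXCL16 with DMSO and 100% = unstimulated wells without agonist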
# Target sequence (O00574 whole entry, looked up): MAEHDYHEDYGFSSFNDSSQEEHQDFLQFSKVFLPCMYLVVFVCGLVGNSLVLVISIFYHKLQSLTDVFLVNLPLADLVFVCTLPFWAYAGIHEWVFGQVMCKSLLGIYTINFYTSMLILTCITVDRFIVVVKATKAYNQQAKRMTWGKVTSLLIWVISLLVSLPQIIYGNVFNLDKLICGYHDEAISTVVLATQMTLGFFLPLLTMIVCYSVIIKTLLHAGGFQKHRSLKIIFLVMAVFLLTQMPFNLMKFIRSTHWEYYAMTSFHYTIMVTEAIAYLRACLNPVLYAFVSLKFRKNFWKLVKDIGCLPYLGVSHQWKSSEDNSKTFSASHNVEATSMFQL
# UBC13 polyUb: UBC13 polyubiquitin chain formation inhibitors, primary screen, biochemical, TR-FRET, uHTS | Ubiquitin-conjugating enzyme E2 N (Homo sapiens), P61088 | actives 0.47% (n = 330,000) | inhibition, % at 20 µM; in the data active = inhibition above about 45%, passing the limit was not always enough
# Target sequence (P61088 whole entry, looked up): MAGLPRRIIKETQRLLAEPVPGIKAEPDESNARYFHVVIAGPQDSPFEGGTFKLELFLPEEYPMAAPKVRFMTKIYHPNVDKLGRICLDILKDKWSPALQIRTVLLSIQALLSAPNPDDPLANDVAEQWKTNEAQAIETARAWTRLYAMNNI
# APJ antag: antagonists of human apelin receptor APJ, primary screen, CHO-K1 cells, beta-arrestin complementation, luminescence; AID 2521, 2010; P35414; actives 0.32% (n = 330,000); inhibition, % at 20 µM;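 active = inhibition above about 40% at 20 µM, limit read from the data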;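 also: cells challenged with 10 nM apelin-13 agonist together with compound; plate controls were apelin-13 plus DMSO wells for no effect and DMSO wells lacking apelin-13 for full effect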
# Gli-Sufu block: Gli-Sufu pathway antagonists, primary screen, luciferase luminescence, Sufu-KO-LIGHT cells, uHTS; inhibition, % at 5 µM; actives 0.74% (n = 340,000); Sufu-KO-LIGHT fibroblasts, Gli luciferase reporter luminescence;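 active = inhibition above about 55%, limit read from the data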;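 also: 0% = DMSO-treated cells and 100% = wells with medium but no cells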
# CCR6 antag: CCR6 receptor antagonists, primary screen, cell-based, CHO-K1, luminescence, beta-arrestin, uHTS | C-C chemokine receptor type 6 (Homo sapiens), P51684 | CHO-K1 CCR6 PathHunter beta-arrestin, CCL20-stimulated | inhibition, % at 20 µM | actives 0.49% (n = 340,000) | AID 493098, 2011;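 active = compounds whose inhibition of the agonist-driven luminescence signal at 20 µM reaches about 50%, limit read from the data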;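 also: cells stimulated with CCL20 at 14 nM final; plate controls were DMSO with CCL20 for no effect and DMSO without agonist for full effect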
# APJ ag: agonists of human apelin receptor APJ, primary screen, CHO-K1 cells, PathHunter beta-arrestin, luminescence. 0% DMSO wells, 100% apelin. activation, % at 20 µM. AID 2520, 2010. P35414. actives 0.11% (n = 330,000);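 active = activation more than six SD over the plate average, tested at 20 µM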;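 also: 0% = DMSO alone and 100% = apelin-13 at 10 nM; some results filed as inactive read as strong as hits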
#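 Assay system: CHO-K1 cells stably expressing ProLink-tagged human APJ and arrestin–beta-gal acceptor. Compound dosing: 20 µM single point, 1% DMSO. Times: 16-18 h seeding, 90 min dark compound exposure, 60 min detection. Detection: beta-gal luminescence. Evaluation: APJ–arrestin association signal. Controls: negative DMSO alone, positive Apelin-13 at 10 nM.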
# EBI2 antag: EBI2 receptor antagonists, beta-arrestin recruitment, primary screen, cell-based, luminescence, 7a,25-OHC stimulation, uHTS; G-protein coupled receptor 183 (Homo sapiens), P32249; actives 0.81% (n = 360,000); 7a,25-OHC stimulated; AID 651636, 2012; inhibition, % at 5 µM; in the data active = inhibition above about 38%;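 also: enzyme fragment complementation signal reports receptor beta-arrestin coupling in cells; 0% = agonist plus DMSO wells and 100% = wells without agonist; some results beyond the cut were filed as inactive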
# Target sequence (P32249 whole entry, looked up, the tested form may be a part): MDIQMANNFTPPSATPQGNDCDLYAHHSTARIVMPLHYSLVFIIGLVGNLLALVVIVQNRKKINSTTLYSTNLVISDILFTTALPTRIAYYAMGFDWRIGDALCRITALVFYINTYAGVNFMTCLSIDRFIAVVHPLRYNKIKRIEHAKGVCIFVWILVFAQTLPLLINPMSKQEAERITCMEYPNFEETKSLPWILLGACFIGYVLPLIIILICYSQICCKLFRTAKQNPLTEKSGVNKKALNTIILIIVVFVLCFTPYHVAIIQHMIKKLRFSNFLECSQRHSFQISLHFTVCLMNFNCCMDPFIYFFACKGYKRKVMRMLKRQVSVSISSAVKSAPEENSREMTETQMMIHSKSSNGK
# * marks the source's active call; other numbers are inactive results; nt = not tested or not shown.
# Under each structure – EBI2 antag	Gli-Sufu block	APJ antag	ATG4B inhibitor	UBC13 polyUb	CCR6 antag	APJ ag	CXCR6 inh
> Cc1ccc(OCC(=O)Nc2cc(S(=O)(=O)N3CCCCC3)ccc2N2CCN(C)CC2)c(C)c1
 : 11	32	5	8	9	18	3	6
> CC(C)CC(NS(=O)(=O)c1ccc2c(c1)oc(=O)n2C)C(=O)N1CC=C(c2ccccc2)CC1 (stereo not drawn)
 : 3	4	4	-7	-3	8	-3	3
> O=C(NC1CCCC1)c1ccc(CS(=O)Cc2ccc(Cl)cc2)o1 (stereo not drawn)
 : 0	5	11	-5	6	5	-3	-4
> COc1ccc(-c2nc(CS(=O)CC(=O)NC3CCCCC3C)c(C)o2)cc1OC (stereo not drawn)
 : 1	0	-1	-3	1	-6	-2	-3
> COCCN=C1Sc2nc3ccc(C)cc3cc2CN1Cc1cccs1
 : 12	-4	0	36	-9	7	-1	5
> Cc1ccc(CS(=O)Cc2ccc(C(=O)NCc3ccccc3Br)o2)cc1 (stereo not drawn)
 : 8	2	8	63*	-3	11	-5	-5
> CC(=O)Nc1ccc(NC(=O)c2ccc(N(Cc3ccccc3C)S(C)(=O)=O)cc2)cc1
 : -3	1	-1	-6	6	-6	0	-1
> Cc1nn(C)c(C(=O)NC2C3CC4CC(C3)CC2C4)c1Cl (stereo not drawn)
 : -16	4	2	-7	8	19	2	-7
> COc1ccc(CSCCc2n[nH]c(=S)n2-c2ccccc2)cc1C
 : 0	-16	5	12	3	1	-2	0
> CCNc1nc(NC(C)C)nc(N(C#N)Cc2ccccc2)n1
 : 1	1	12	13	2	-10	1	6
> Cc1ccc2[nH]cc(S(=O)(=O)c3ccc(C(C)C)cc3)c(=O)c2c1
 : -4	18	-7	5	-2	12	-3	1
> CC(=O)Cc1nsc(NC(=O)c2ccc(-c3ccccc3Cl)o2)n1
 : -5	18	9	-12	-1	9	0	0
> COc1ccc(C(=O)Nc2sc(C(=O)N(C)C)c(C)c2C#N)cc1[N+](=O)[O-]
 : -8	-4	16	2	-14	20	0	11
> Cc1ccc(OCC(=O)NC2CCCC2)c(C)c1
 : -1	-12	9	-5	-4	1	3	-14
> Cc1cccc(C(=O)OCC(=O)NCc2ccc3c(c2)OCO3)c1C
 : 1	-3	-1	-7	-4	0	-4	-7
> Cc1cc(C)cc(-c2nnc(SCC(=O)N3CCN(C(=O)c4ccco4)CC3)o2)c1
 : 4	6	9	-3	5	-5	2	-7
> CCc1ccc(OCC(=O)Nc2ccc3c(c2)COC3=O)cc1
 : 3	2	-4	0	2	7	10	5
> Cc1ccc2nc(-c3ccccc3)cc(C(=O)N(C)CC(=O)Nc3ccccc3Br)c2c1
 : -9	7	5	-4	-2	5	0	3
> CNC(=S)NNC(=O)CSCc1c(Cl)cccc1Cl
 : -12	4	14	5	-8	-5	0	6
> Cc1ccnc(SCc2cc(=O)c(OC(=O)c3cccs3)co2)n1
 : -5	-9	7	-6	-6	6	-1	-4
> Cc1ccc(S(=O)(=O)n2oc(=O)c(C3CCCCC3)c2N)cc1
 : -4	6	nt	-4	nt	9	nt	-6
> Cc1[nH]c2ccccc2c1C(c1ccncc1)N1CCC(C)CC1 (stereo not drawn)
 : 6	1	1	-3	-14	-2	0	-1
> O=C(Nc1ccccc1C(=O)NC1CC1)c1ccccc1F
 : 3	-13	1	4	10	9	-3	-9
> CC(C)NC(=O)CSc1nnc(-c2ccc(F)cc2)c2ccccc12
 : 6	3	8	5	10	14	-4	5
> CC(C)C[C@@H](CN=[N+]=[N-])N1CCN(C)CCC1=O
 : 7	-8	7	0	1	13	-5	-1
> Cc1ccc(NCC(=O)N/N=C/c2cc(O)ccc2[N+](=O)[O-])cc1
 : -4	1	2	8	-8	-3	-1	7
> O=C(O)c1ccccc1SCCS(=O)(=O)c1ccc(Cl)cc1Cl
 : 0	-5	6	2	-2	4	-2	-1
> Cn1nnnc1SCC(=O)NCC(=O)c1ccccc1
 : -3	-4	-4	-13	-1	7	-2	9
> CC(=O)c1c(C)cc(C)c(CSc2nnc(-c3ccco3)o2)c1C
 : -55	25	18	-1	3	6	0	7
> O=C(O)CSc1nc2ccccc2nc1Cc1ccccc1F
 : -3	-5	-7	-4	27	2	1	-10
> O=C(COC(=O)c1ccccc1NCCO)NCCc1ccccc1
 : 4	-11	7	-1	10	3	1	2
> O=C(NCCc1csc(-c2cccnc2)n1)c1cccc(Cl)c1
 : -8	9	-14	-10	6	12	-3	-3
> COc1ccc(-c2nn(-c3ccccc3)cc2C(=O)N2CCN(C(=O)c3ccco3)CC2)cc1
 : 5	-4	1	-3	7	-1	-1	-15
> CCCN(CCC)C(=O)CSc1nc2ccccc2c(=O)n1C1CCCC1
 : 2	5	-2	13	7	17	-2	10
> CN(Cc1cccc(Cl)c1)C(=O)C1CCC(=O)N(C2CC2)C1 (stereo not drawn)
 : 4	-39	-4	11	-1	5	-3	-5
> CCOC(=O)C1CCCN(C(=O)C2CCN(S(=O)(=O)c3cccs3)CC2)C1 (stereo not drawn)
 : -6	6	10	8	-3	-5	-5	6
> Cc1ccc(C)c(NC(=O)COc2cccc3c2CCN(Cc2ccccc2C)C3=O)c1
 : 16	5	5	30	8	9	-2	-4
> O=C1CCCc2c1cc(C(=O)NC1CCSC1=O)c(=O)n2-c1ccccc1 (stereo not drawn)
 : 1	2	15	7	-8	17	-4	4
> CCOC(=O)C1(Cc2cccc(F)c2)CCN(C(=O)C2CCOCC2)CC1
 : 3	1	-9	-10	0	12	-1	4
> COCCNc1nc(C)cc(-c2cc(C(=O)NCc3ccccc3)on2)n1
 : 1	-4	3	0	6	6	-4	-2
> COc1ccc2nc(SCC(=O)NC3CCCCC3)[nH]c2c1
 : 3	-5	11	-1	0	5	-1	0
> Cc1ccn(CC(=O)N2CCCC(N3CCN(Cc4ccc5c(c4)OCO5)CC3)C2)n1 (stereo not drawn)
 : -5	8	-1	0	2	3	-3	13
> Cc1cc(C)cc(C(=O)NC2C(=O)N3C(C(=O)O)=C(CSc4nnc(C)s4)CSC23)c1 (stereo not drawn)
 : -4	-5	-2	-10	-7	-10	0	-26
> Fc1cccc(NC(=S)N2CCN(c3ccccn3)CC2)c1
 : -2	19	-4	-4	-1	-1	1	0
> CC1CC2C3CCC4=CC(=O)C=CC4(C)C3(F)C(O)CC2(C)C1(O)C(=O)CO (stereo not drawn)
 : -15	6	-9	-6	-9	-2	-2	-1
> COc1ccccc1N(CC(=O)NCc1ccco1)S(=O)(=O)c1ccc(C)cc1
 : 16	-2	-7	6	2	20	-3	3
> COc1ccc(-n2nnnc2SC(C)C(=O)NCC(=O)Nc2ccc(F)c(F)c2F)cc1 (stereo not drawn)
 : -1	8	16	-11	9	5	-3	9
> NC(=O)C1(Nc2ccccc2Cl)CCCC1
 : -23	5	nt	-6	nt	3	nt	3
> Cc1cc(C(=O)c2cnc(/N=C/N(C)C)s2)c(F)cc1Cl
 : 4	-7	1	-6	-20	2	2	-4
> COc1ccccc1CCNC(=O)c1ccc2nc[nH]c2c1
 : -1	-13	4	3	-1	14	5	2
> Nc1ccc(Oc2cc(N)cc(Oc3ccccc3)c2)cc1
 : 3	-88	9	-6	6	12	-1	-1
> CCCNC(=O)C12CCC(C)(C(=O)C1Br)C2(C)C (stereo not drawn)
 : -6	-5	-4	-2	16	11	-2	-8
> O=C(NCCN1CCOCC1)c1ccc(Cl)c(S(=O)(=O)N2CCOCC2)c1
 : -6	-1	-5	-6	-4	0	4	3
> CCOC(=O)C1C(=O)N(C(=O)c2ccc(OC)cc2)CC1c1ccccc1 (stereo not drawn)
 : 7	0	26	-3	1	21	-5	5
> N#C/C(=C(/O)c1ccc([N+](=O)[O-])cc1)c1nnc2n1CCCCC2
 : 1	5	-5	12	-10	2	0	8
> CC(=O)N1CCC(C(=O)Nc2ccc(S(=O)(=O)N3CCCC(C)C3)cc2)CC1 (stereo not drawn)
 : 2	-11	12	1	-7	-4	2	5
> CC(=O)c1ccc(N2CCN(C(=S)Nc3ccccc3C(F)(F)F)CC2)cc1
 : -5	29	3	-10	0	6	-3	1
> COc1ccccc1CNC(=O)CSc1n[nH]c(N)n1
 : 1	-10	2	-2	-4	6	-1	-8
> O=[N+]([O-])c1ccc(C=NNc2ccc(S(=O)(=O)O)cc2)cc1
 : -2	-2	nt	-6	nt	34	nt	17
> N#Cc1ccc(Sc2ccccn2)c([N+](=O)[O-])c1
 : -2	2	-28	-11	1	-8	8	-23

# (continued)
# Under each structure – EBI2 antag	Gli-Sufu block	APJ antag	ATG4B inhibitor	UBC13 polyUb	CCR6 antag	APJ ag	CXCR6 inh
> O=C(CSc1nc(C(F)(F)F)cc(=O)[nH]1)Nc1ccc2c(c1)OCCO2
 : -4	2	-2	-1	-6	6	6	7
> C=C(C)CN1CCN(S(=O)(=O)c2ccc(C)c(N(C)S(=O)(=O)c3ccc(C)cc3)c2C)CC1
 : 14	16	10	21	-13	5	-1	6
> O=C(COC(=O)c1ccccc1F)Nc1ccc2c(c1)OCCO2
 : -14	-9	-29	-3	-5	3	11	-2
> O=C(Nc1nc(-c2ccc(F)c(F)c2)cs1)C1=COCCO1
 : -1	-34	3	-61	7	-4	3	-3
> COc1cc(C(=O)OC(C)CN2C(C)CCCC2C)cc(OC)c1OC (stereo not drawn)
 : 1	22	3	-9	-1	10	0	11
> COc1ccccc1Nc1c2c(nc3ccccc13)CCC2
 : -5	nt	-12	-2	2	13	-5	-8
> CC(C)CN(CCCNC(=O)CN1C(=O)COc2ccc(S(=O)(=O)N3CCCC3)cc21)CC(C)C
 : 3	8	-8	1	-1	17	-3	1
> COc1ccc(CCNC(=O)c2ccc3c(=O)n(Cc4ccco4)c(=S)[nH]c3c2)cc1OC
 : 3	1	10	-3	5	22	-2	8
> NC(=O)c1sc2nc(-c3ccco3)ccc2c1N
 : -1	1	13	6	-13	6	-1	4
> Cc1[nH]n(C(N)=S)c(=O)c1N=Nc1cc(C(F)(F)F)ccc1Cl
 : 5	0	38	-1	-9	35	-7	21
> O=C(Nc1nc2c(s1)CCCC2)c1cc(-c2ccncc2)nc2ccccc12
 : -3	12	-11	8	-24	19	0	-6
> COCC(=O)N/N=C\c1cccc(OC)c1OC/C=C/c1ccccc1
 : 6	-7	-50	-9	-3	14	-4	14
> CC(=O)Nc1ccc(S(=O)(=O)NC2CC(=O)N(c3ccc(C)c(C)c3)C2)cc1 (stereo not drawn)
 : 0	2	1	-6	-1	-2	-3	-5
> COc1ccc(C2CCCN2C(=O)Nc2ccc(F)cc2)cc1OC (stereo not drawn)
 : 28	7	18	-9	-3	12	-1	-4
> CC(C)Oc1ccc(C2C(C#N)=C(N)Oc3c2oc(CO)cc3=O)cc1 (stereo not drawn)
 : -1	5	-5	-8	2	-10	-1	-6
> COc1ccc([C@H]2CC(=O)C=C(c3ccc(Cl)c(C(F)(F)F)c3)C2)cc1OC
 : 16	11	-5	-10	1	16	-2	10
> CCCCC1(Br)C(=O)N(c2ccccc2)N(c2ccccc2)C1=O
 : -1	-9	16	-9	-3	6	-6	-2
> O=S(=O)(c1ccc(F)c(Cl)c1)N1CCN(C/C=C/c2ccccc2)CC1
 : 25	7	-4	-18	18	18	2	-17
> CCCn1c(C)cc(/C=C(\C#N)C(=O)O)c1C
 : -6	4	8	-2	-6	-2	-3	-6

# Screening data: PubChem, Sanford-Burnham Center for Chemical Genomics
